Screening results: PubChem, several laboratories
Mtb BioA inh = inhibitors of Mycobacterium tuberculosis BioA enzyme. purified M. tuberculosis BioA enzyme, plate reader. inhibition, % at 9.99 µM. 360,000 compounds, 0.096% hits. AID 602481; in the data active = inhibition above about 40%; inconclusive = no clear call, values can overlap the other calls
Y pestis TopoI = inhibitors of Yersinia pestis topoisomerase I. 360,000 compounds, 0.064% hits. Y. pestis Topo-I cleavage product accumulation, plate reader. activity, % at 10 µM; in the data active = activity above about 50%, passing the limit was not always enough; inconclusive = no clear call, values can overlap the other calls; note: inactives centre near 2
FadD28 FP inh = M. tuberculosis FadD28 bisubstrate binding inhibition; FadD28 bisubstrate probe binding, fluorescence polarization; inhibition, % at 12.5 µM; 360,000 compounds, 0.22% hits; AID 588549; in the data active = inhibition above about 8.5%, passing the limit was not always enough; inconclusive = no clear call, values can overlap the other calls
UGM FP inh = blocks M. tuberculosis UGM enzyme; 320,000 compounds, 0.06% hits; AID 504406; inhibition, % at 10 µM; purified UGM, fluorescence polarization probe displacement; in the data active = inhibition above about 10%, passing the limit was not always enough; inconclusive = no clear call, values can overlap the other calls
Target sequence (P9WIQ1 whole entry, looked up): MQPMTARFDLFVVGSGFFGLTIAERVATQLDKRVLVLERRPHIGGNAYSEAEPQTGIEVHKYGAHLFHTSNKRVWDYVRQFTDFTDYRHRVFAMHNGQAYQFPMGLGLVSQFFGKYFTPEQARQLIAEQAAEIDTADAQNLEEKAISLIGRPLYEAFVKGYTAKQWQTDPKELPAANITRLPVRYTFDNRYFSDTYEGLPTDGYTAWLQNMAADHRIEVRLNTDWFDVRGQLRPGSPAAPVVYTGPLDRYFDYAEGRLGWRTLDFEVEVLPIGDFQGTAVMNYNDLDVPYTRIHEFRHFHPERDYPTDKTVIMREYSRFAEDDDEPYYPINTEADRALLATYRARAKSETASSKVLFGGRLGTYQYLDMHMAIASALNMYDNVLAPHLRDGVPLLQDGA
GDH-TPI inh = counter-screen for M. tuberculosis FBA inhibitors: GDH-TPI coupled enzymes. 360,000 compounds, 1.2% hits. GDH-TPI coupled enzyme counterscreen, NADH absorbance. inhibition, % at 4.8 µM; in the data active = inhibition above about 30%;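 note: 0% = DMSO wells and 100% = wells lacking the enzyme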
FBA Mtb inh = inhibitors of M. tuberculosis fructose-bisphosphate aldolase | P9WQA3 | AID 588726 | purified M. tuberculosis FBA, fluorescence read-out | inhibition, % at 1 µM | 360,000 compounds, 2.3% hits; in the data active = inhibition above about 27%;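 note: 0% = vehicle and 100% = reference inhibitor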
Target sequence (P9WQA3 whole entry, looked up): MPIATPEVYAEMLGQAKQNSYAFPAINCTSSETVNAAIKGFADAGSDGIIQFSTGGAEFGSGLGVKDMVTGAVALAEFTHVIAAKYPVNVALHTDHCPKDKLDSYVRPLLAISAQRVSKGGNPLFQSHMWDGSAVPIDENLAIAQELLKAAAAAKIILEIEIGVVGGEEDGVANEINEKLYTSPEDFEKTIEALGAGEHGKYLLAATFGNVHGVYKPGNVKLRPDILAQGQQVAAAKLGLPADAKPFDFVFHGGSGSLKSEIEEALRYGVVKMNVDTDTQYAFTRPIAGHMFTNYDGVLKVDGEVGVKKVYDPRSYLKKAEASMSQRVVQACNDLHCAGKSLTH
TcdB inh = TcdB glycohydrolase inhibition; 350,000 compounds, 0.24% hits; P18177; AID 652162; inhibition, % at 9.99 µM; TcdB glycohydrolase enzymatic assay, plate reader; in the data active = inhibition above about 10%
PfHsp40 yeast = rescue of PfHsp40-mediated yeast toxicity. 340,000 compounds, 0.68% hits. growth rescue, % at 12.5 µM. S. cerevisiae expressing PfHsp40, growth rescue, ATP luminescence. AID 504582; in the data active = growth rescue above about 28%, passing the limit was not always enough; inconclusive = no clear call, values can overlap the other calls;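 note: yeast W303a lacking pdr1 and pdr3 grown in galactose medium; growth measured after three days at 30 °C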
BH1578 lux ind = inducers of Vibrio cholerae quorum light production without autoinducers | V. cholerae BH1578 lux reporter, luminescence, 6 h | activation, % at 18.7 µM | 350,000 compounds, 0.16% hits; in the data active = activation mostly above about 9.7%, no sharp cut-off; inconclusive = no clear call, values can overlap the other calls; inactive = mostly below about 3.7%; note: not every result past the cut was called active; inactives centre near 0; reference of the scale not given here
* hit, by the source's call; i = inactive; ? = inconclusive; · = not tested or not shown; & = joins results of further samples.

structure	Mtb BioA inh	Y pestis TopoI	FadD28 FP inh	UGM FP inh	GDH-TPI inh	FBA Mtb inh	TcdB inh	PfHsp40 yeast	BH1578 lux ind
C/C(CC(=O)NC(C)c1ccccc1)=N\NC(N)=S (stereo unspecified)	1.2	6	-1.3	0.8	-1	2	0.2	-0.4	-0.6
COCCCn1cnc2oc3nc4ccccc4nc3c2c1=O	-1.2	4	-2.4	2.0	9	100*	·	1.3	i
CCOC(=O)c1cc(-c2cccnc2)nn1-c1ccccc1	6.3	1	-2.1	1.4	10	-2	1.1	1.0	-0.2
Cc1ccc(C)c(Cn2c(CN(C)Cc3ccccc3)nc3c2c(=O)n(C)c(=O)n3C)c1	-1.8	8	-2.1	-1.7	3	1	0.9	-0.5	i
Cc1oc2cc3oc(=O)c(CCC(=O)NCCCn4ccnc4)c(C)c3cc2c1C	0.4	18	-0.1	-3.3	19	9	2.4	1.5	-0.5
COc1ccc(S(=O)(=O)N(CC(=O)NCc2ccccn2)c2ccc(Cl)cc2)cc1	1.0	21	-2.4	-1.7	2	-2	-11	-1.7	-0.2
Cn1ncc2c(NNC(=O)Cc3ccccc3)ncnc21	-1.4	6	0.6	-1.3	2	-2	·	0.1	i
COc1ccc2occ(C(=O)c3ccc(N)cc3)c2c1	6.7	7	-4.9	-1.3	21	1	0.7	-0.6	-0.5
COc1ccc(/C=C/C(=O)NCC(=O)N=Nc2c(O)[nH]c3ccc([N+](=O)[O-])cc23)cc1	0.3	-6	-1.9	-0.3	5	-1	1.0	0.0	-0.2
O=C(Nc1nc(SCc2ccc(F)cc2)ns1)c1ccco1	-1.2	2	-0.8	1.1	23	6	-0.7	5.2	-6.2
CCCn1c(SCC(=O)c2c[nH]c3ccccc23)nnc1-c1ccncc1	·	-9	-8.2	-0.7	15	1	·	1.9	-0.2
COc1ccccc1CNC(=O)CCC(=O)n1ncc2cc(C)ccc21	-1.5	8	1.4	0.0	8	3	-0.6	-0.4	-0.3
CCOc1ccc(C2c3c(oc4cc(C)c(C)cc4c3=O)C(=O)N2CCCN(C)C)cc1OC (stereo unspecified)	-0.4	4	0.2	1.7	21	4	-4.5	-1.5	-0.2
Cc1cc(NC(=O)c2ccc([N+](=O)[O-])cc2Cl)no1	-0.5	-4	-1.1	0.0	2	3	-1.6	0.6	i
Cc1nnc(NC(=O)C2CC(=O)N(c3ccc4c(c3)OCCO4)C2)s1 (stereo unspecified)	11	8	?	1.3	-4	0	1.3	-0.3	5.0
O=C(N=C1N=C2C=CC=CN2Cc2ccccc21)c1ccc(S(=O)(=O)N2CCOCC2)cc1	·	4	-0.6	-4.6	0	8	0.4	-1.0	-1.7
COC(=O)[C@H](C)NC(=O)c1cc2c(cn1)[nH]c1ccccc12	-0.8	-4	-2.8	0.5	-2	13	0.3	1.4	-0.3
c1csc(CCCN2CCCCC2)c1	6.8	0	-3.9	·	3	2	1.3	0.6	1.1
CCc1ccc(OCC(O)CN2CCN(c3ccccc3)CC2)cc1 (stereo unspecified)	0.2	23&31	0.6&0.0	-0.6	-2&4	2&-1	1.9	-1.5&-1.1	i
Cc1c(C(=O)N2CCCCCC2)oc2ccccc12	-1.0	7	-1.3	0.7	1	0	·	-0.5	-1.0
CCCn1c(O)c(N=NC(=O)CNC(=O)c2ccncc2)c2ccccc21	2.6	5	0.9	-1.8	20	-2	1.3	-1.8	-0.1
O=C(CCNC(=O)c1ccco1)NCCc1c[nH]c2ccccc12	0.2	-8	-2.3	0.9	-7	-1	-0.2	0.6	-2.9
COCCn1c(SCC(=O)Nc2cccnc2Cl)nc2ccccc2c1=O	·	-2	-3.4	0.1	-1	1	1.7	0.5	-2.7
CN1CCN(CCCNC(=O)CCC(=O)N2CCOc3ccccc32)CC1	-0.6	0	-0.1	-2.7	0	0	0.5	2.0	-0.3

An excerpt of these results, with values under each structure.
The line under a structure holds: Mtb BioA inh, Y pestis TopoI, FadD28 FP inh, UGM FP inh, GDH-TPI inh, FBA Mtb inh, TcdB inh, PfHsp40 yeast, BH1578 lux ind
CCOc1ccc(C2c3c(oc4cc(C)c(C)cc4c3=O)C(=O)N2CCCN(C)C)cc1OC (stereo unspecified)
 : -0.4, 4, 0.2, 1.7, 21, 4, -4.5, -1.5, -0.2
COc1ccccc1CNC(=O)CCC(=O)n1ncc2cc(C)ccc21
 : -1.5, 8, 1.4, 0.0, 8, 3, -0.6, -0.4, -0.3

Continuation:
structure	Mtb BioA inh	Y pestis TopoI	FadD28 FP inh	UGM FP inh	GDH-TPI inh	FBA Mtb inh	TcdB inh	PfHsp40 yeast	BH1578 lux ind
Cc1ccc2c(c1)C1CN(C)CCC1N2C(=O)Cc1cccs1 (stereo unspecified)	0.6	-2	-0.5	1.0	15	0	1.0	-0.6	i
CCN(CC)S(=O)(=O)c1cccc(C(=O)N[C@H](C(=O)NCc2ccccc2F)C(C)C)c1	-0.8	7	-2.5	3.3	10	1	·	0.7	-0.7
C(=C\c1ccccn1)/c1cccnc1	1.1	-9	-4.6	·	6	0	1.2	0.1	-0.7
CC(=O)Nc1ccc(NC(=O)C(C)OC(=O)CSc2ccc(Br)cc2C)cc1 (stereo unspecified)	-0.3	17	-2.0	-1.1	-9	-3	-0.1	2.0	-0.1
COc1ccccc1NC(=O)COC(=O)C1=NN(c2ccccc2)C(=O)CC1	-0.3	-2	-2.7	2.1	9	1	1.1	-1.0	-3.2
O=c1[nH]c2ccccc2n2c(-c3ccccc3)nnc12	-1.8	-17	0.6	1.8	-5	4	·	-0.7	-0.8
C=CCNc1nc(N)c(C(=O)c2ccc3c(c2)OCO3)s1	3.3	-2	-2.7	0.6	25	6	·	1.7	-0.5
COc1ccc(NC(=O)CN(C)C(=O)c2cn(-c3ccccc3)nc2-c2cccs2)cc1	0.7	7	-1.8	0.0	-4	2	0.6	-0.4	-2.3
Cc1ccc(CN(CC(=O)N/N=C/c2ccccc2[N+](=O)[O-])S(=O)(=O)c2ccc(C)cc2)cc1	-0.6	27	-0.2	-1.4	11	-2	·	1.3	i
COc1cc(/C=C/c2nc3ccccc3s2)cc(OC)c1O	·	7	0.1	-8.7	10	2	-37	1.2	i
COc1ccccc1C(=O)C1CCCN(Cc2cn[nH]c2C2CCCCC2)C1 (stereo unspecified)	·	0	-1.8	1.1	6	-2	-0.3	0.5	i
Cc1ccc(NC(=O)COS(=O)c2ccc(C)cc2)cc1 (stereo unspecified)	-0.2	8	0.1	5.4	5	-2	1.2	-0.8	i
CCc1n[nH]c2c1/C(=N\O)CC(c1ccccc1)C2 (stereo unspecified)	6.3	-3	-0.1	1.3	3	-2	·	-0.4	-0.4
COc1ccc(OC)c(CNCc2ccc3c(c2)OCO3)c1	0.0	11	0.8	0.9	9	0	1.0	-0.9	-0.3
O=C(Nc1cccc([N+](=O)[O-])c1)Nc1cccc([N+](=O)[O-])c1	·	-9	-1.4	3.3	4	-4	-0.2	-0.5	-2.5
Cc1c(C=NNC(=O)c2ccc(Br)cc2)c2ccccn2c1C(=O)c1ccncc1	-1.2	6	1.2	-0.6	1	2	1.6	0.5	-0.4
COc1ccc(-n2c(SCC(=O)O)nnc2-c2ccc(NC(=O)c3ccccc3)cc2)cc1	·	1	-8.0	0.7	3	3	0.8	-0.3	-0.8
Cc1cccc(C)c1OCC(O)CNC(C)C (stereo unspecified)	0.8	-3	-2.8	1.6	2	0	·	0.6	2.8
CCCC#Cc1ccc2c(c1)O[C@H](CN(C)C(=O)CC1CC1)[C@H](C)CN([C@@H](C)CO)S2(=O)=O	0.0&-1.7&0.0	25	-1.8	·	10	1	1.8&-0.1&0.8	·	-0.4
O=C(N[C@H]1C/C=C\C(c2ccc(F)cc2)N(Cc2ccccc2)C(=O)C1)OCC1c2ccccc2-c2ccccc21 (stereo partly specified)	-1.4	15	-1.6	·	4	-2	0.3	-0.8	1.6
CCSc1nnc(-c2ccccc2N=Cc2c(C)[nH]n(-c3ccccc3)c2=O)c(=O)[nH]1	·	-3	-2.2	0.8	24	5	-1.4	0.1	-0.4
O=C(N1CCC(n2nc(-c3ccccc3)oc2=O)CC1)C1(c2ccccc2)CC1	0.8	9	-1.1	1.5	4	4	·	1.9	-0.3
COc1ccc(C(=O)NCCS(=O)(=O)NCc2ccc3c(c2)OCO3)cc1	-0.7	9	0.7	-0.4	-7	1	0.1	-0.4	-0.5
Cc1ccc(/C=C/S(=O)(=O)NCC(=O)OCC(=O)N2CC(=O)Nc3ccccc32)cc1	-0.8	19	-2.4	0.3	12	4	1.6	?	i
CCN(c1ccc(NC(=O)CSc2nnc3nc(C)cc(C)n23)cc1)C(C)C	-1.0	-2	-1.1	1.3	5	0	·	-0.2	-0.6
O=C(NCCCN1CCOCC1)c1ccc2c(=O)n(-c3ccc(F)c(Cl)c3)c(=S)[nH]c2c1	0.2	-4	-0.4	-2.4	1	2	0.3	0.6	-0.5
CCOc1ccc(-c2n[nH]c(=S)n2Cc2ccccc2)cc1	-0.8	-4	-0.6	0.0	1	4	0.0	1.8	i
O=C(c1ccc([N+](=O)[O-])cc1)N1CCN(C(=O)c2ccco2)CC1	·	-1	-2.9	-0.3	0	-3	-0.7	-0.2	1.7
Cc1c(Cl)cnc(NC(=O)COC(=O)CCc2nc3ccccc3s2)c1Cl	·	-3	0.2	-1.9	1	-1	1.0	-1.7	i
Cc1nnc(SCC(=O)NC2CCCCC2)[nH]c1=O	·	2	-0.1	-1.9	7	3	0.4	0.6	i
CCCS(=O)(=O)NC(=O)C1(C)CCCN(C(=O)c2oc3ccccc3c2C)C1 (stereo unspecified)	-0.8	4	-0.5	·	5	-2	0.7	·	i
COc1cc(/C=N/NC(=O)c2cccnc2)cc(Br)c1O	4.3	-8	-2.1	0.7	44*	2	-9.8	0.9	-0.6
O=C(c1cccc(S(=O)(=O)N2CCc3ccccc32)c1)N1CCN(CCO)CC1	-0.8	3	0.4	-0.8	2	3	0.9	-0.7	-5.0
CCOC(=O)c1sc2nc(C)nc(N3CCCCC3C)c2c1C (stereo unspecified)	·	3	-4.1	-0.9	1	0	0.9	-0.1	0.7
COc1cc(-c2noc(CCCC(=O)Nc3ccc(C(N)=O)cc3)n2)cc(OC)c1OC	0.1	2	-1.9	3.7	4	3	0.3	·	i
Cc1cc(/C=N/NC(=O)c2ccccc2F)c(C)n1-c1ccccc1	·	5	2.1	-1.5	8	0	0.3	-0.4	·
CCOc1ccc(-c2nnc3sc(COc4ccc(C)cc4)nn23)cc1	-3.4	-9	-3.8	1.6	-6	0	·	0.1	i
CCOc1cc(C(F)(F)F)cnc1/C(N)=N/O	·	8	-0.8	-3.0	12	0	0.4	-0.6	-0.9
O=C(Nc1cccc(Br)c1)c1ccc(CSc2ccccc2)cc1	-1.2	-6	-2.9	-0.3	9	-1	0.8	-0.8	-0.4
N#Cc1ccc(-c2ccc(OCC(=O)Nc3cccnc3)cc2)cc1	-0.2	7	-3.0	-1.4	1	43*	1.5	1.6	-0.7
CN1Cc2ccccc2-n2nncc2C1	0.7	6	0.2	·	-6	0	2.1	1.3	-0.5
CC(=O)N1N=C(c2ccccc2)CC1c1ccccc1[N+](=O)[O-] (stereo unspecified)	0.6	-4	-3.7	-3.5	1	-7	·	0.0	-0.5
Cc1ccccc1-n1c(=O)c2ccccc2n2c(=O)[nH]nc12	-1.2	1	0.8	-0.8	10	2	·	?	-0.3
COc1cccc(NC(=O)CN(C)C(=O)c2ccc(NC(=O)CC3SC(N4CCCCC4)=NC3=O)cc2)c1 (stereo unspecified)	-0.3	2	-1.9	1.5	-8	0	1.0	1.4	i
O=C(CNC(=O)c1ccc(F)cc1)N/N=C/c1cc(Br)ccc1OC(=O)/C=C/c1ccco1	·	1	-0.8	-2.6	14	-2	-0.6	1.4	-0.1
O=C(NCC(c1cccs1)N1CCOCC1)c1ccccc1NS(=O)(=O)c1cccc([N+](=O)[O-])c1 (stereo unspecified)	·	2	-1.9	2.7	2	-8	-1.6	-1.2	-0.8
O=C(OCc1ccc(O)cc1)c1c(-c2ccsc2)oc2ccc(N3CCOCC3)cc12	4.8	-3	-1.4	1.4	16	-1	0.7	-0.6	i
